# CYP2C9 inhib = blocks human cytochrome P450 2C9. P11712. CYP2C9 Supersomes, luciferin-H conversion, luminescence. inhibition, % at 5 µM. 96,000 tested, 20% active. AID 777;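 active = blocking of liver enzyme CYP2C9 beyond about 50% at 5 µM, limit read from the data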; note: values of inactives mirror those of a sister screen read the other way
# Target sequence (P11712 whole entry, looked up): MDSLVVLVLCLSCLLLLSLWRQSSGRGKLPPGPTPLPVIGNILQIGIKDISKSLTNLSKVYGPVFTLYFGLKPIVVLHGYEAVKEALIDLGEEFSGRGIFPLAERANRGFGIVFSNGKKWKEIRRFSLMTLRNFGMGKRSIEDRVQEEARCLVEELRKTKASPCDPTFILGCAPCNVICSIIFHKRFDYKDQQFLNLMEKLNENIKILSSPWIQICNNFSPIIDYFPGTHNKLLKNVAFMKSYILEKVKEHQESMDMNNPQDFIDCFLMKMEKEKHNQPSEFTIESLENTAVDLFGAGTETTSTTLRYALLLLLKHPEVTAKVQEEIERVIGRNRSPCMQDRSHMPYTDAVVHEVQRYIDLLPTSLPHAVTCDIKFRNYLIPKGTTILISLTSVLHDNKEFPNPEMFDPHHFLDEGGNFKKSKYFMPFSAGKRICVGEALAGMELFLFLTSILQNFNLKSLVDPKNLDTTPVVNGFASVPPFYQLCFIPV
# PLK1 kinase inh = blocks human PLK1 kinase activity; P53350; 97,000 tested, 0.53% active; inhibition, % at 10 µM; AID 619; recombinant PLK1 kinase, TR-FRET peptide phosphorylation;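 active = inhibition of 50% or more in the single-concentration screen; inactive = inhibition below 50%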;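 note: 0% = DMSO max control and 100% = H-89 dihydrochloride min control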
# Calb biofilm kill = kills Candida albicans biofilms. C. albicans biofilm + clotrimazole, Alamar Blue. inhibition, % at 6 µM. 85,000 tested, 0.14% active. AID 834;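 active = inhibition above 20%; inactive = inhibition below 20%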;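 note: preformed 24 hr biofilms exposed to compound for 48 hr; 0% = biofilm without compound and 100% = blank killed by clotrimazole plus chlorhexidine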
# CYP2C9 act = activators of human CYP2C9. P11712. recombinant CYP2C9, luciferin-H conversion, luminescence; stronger effect = higher value; factor 1 = untreated enzyme, 0 = blocked. activation factor at 5 µM. 96,000 tested, 1.4% active;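 active = activation factor of 2 or more for CYP2C9 at a 5 µM dose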;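 note: 0 = sulfaphenazole-blocked wells and 1 = vehicle-only wells; values of inactives mirror those of a sister screen read the other way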
# Numbers without * were called inactive; nt = no result given; & = joins results of further samples. Only part of the results is shown (hit frequency here may not be typical).
SMILES,CYP2C9 inhib,PLK1 kinase inh,Calb biofilm kill,CYP2C9 act
Cc1cc(C)n2c(Br)c(CN3CC4CC(C3)c3cccc(=O)n3C4)nc2n1 (stereo not given),nt,nt,11,nt
CN1[C@@H]2CC[C@H]1CC(OC(=O)C1C=Nc3ccccc31)C2 (stereo not given in full),nt,nt,10,nt
CCCCCCn1c(=O)c(C(=O)Nc2c(C)n(C)n(-c3ccccc3)c2=O)c(O)c2ccccc21,nt,nt,2,nt
COc1ccc(Cc2nccc3cc(OC)c(OC)cc23)cc1OC,nt,nt,-4,nt
CN1CC=C(c2c[nH]c3ccccc23)CC1,nt,nt,11,nt
COc1ccc2[nH]cc(CCN(C)C)c2c1,nt,nt,13,nt
CC(C)N(CCC(C(N)=O)(c1ccccc1)c1ccccn1)C(C)C (stereo not given),nt,nt,12,nt
Cc1cc2c(C(C)C)c(O)c(O)c(C=O)c2c(O)c1-c1c(C)cc2c(C(C)C)c(O)c(O)c(C=O)c2c1O,nt,nt,14&0,nt
CC(C)[C@@]1(NC(=O)[C@@H]2C=C3c4cccc5[nH]cc(c45)C[C@H]3N(C)C2)O[C@@]2(O)[C@@H]3CCCN3C(=O)[C@H](Cc3ccccc3)N2C1=O,nt,nt,0,nt
[N-]=[N+]=CC(=O)OC[C@H](N)C(=O)O,nt,nt,10,nt
CN1C[C@H](CNC(=O)OCc2ccccc2)C[C@@H]2c3cccc4c3c(cn4C)C[C@H]21,nt,nt,11,nt
O=C(CN1CC(c2ccccc2)CC1=O)Nc1ccccc1 (stereo not given),nt,nt,18,nt
C#CCN(C)C(C)Cc1ccccc1 (stereo not given),nt,nt,13,nt
N#CC1=C(N)Oc2c(c(=O)oc3ccccc23)C1c1ccc(OC(=O)N2CCOCC2)cc1 (stereo not given),nt,-6,5,nt
CC12CCCCC1=NC(c1ccc(Br)cc1)N2O (stereo not given),12,nt,4,0.9
COc1ccccc1N=C1SCCCN1C,-4,nt,7,1
CCCCCCn1c(=O)c(C(=O)Nc2ccncc2)c(O)c2ccccc21,42,nt,5,0.6
Cc1nc2ccccc2c(=O)n1-c1ccc(F)cc1,-17,nt,6,1.2
CC(=O)Nc1ccc(S(=O)(=O)NC(CC(=O)N2CCC3(CC2)OCCO3)C(C)C)cc1 (stereo not given),16,nt,5,0.8
O=c1cccc2n1CC1CC2CN(Cc2cccc(Cl)c2Cl)C1 (stereo not given),26,nt,5,0.7
O=P(O)(O)C#Cc1ccccc1,20,nt,4,0.8
CCCCCn1c(=O)c(C(=O)Nc2ccncc2)c(O)c2ccccc21,38,nt,2,0.6
CC1(C)CC(=O)C(C=NCCN2CCN(C(=O)Cc3ccc(F)cc3)CC2)=C(O)C1,-4,nt,-1,1
CN(C)P1(N(C)C)=NC(C(F)(F)F)=NC(C(F)(F)F)=N1,-20,nt,-1,1.2
Cc1ccc(Cn2nnnc2CN2CCC(n3nnc4ccccc43)CC2)cc1,93*,nt,-7,0.1
# (next part)
SMILES,CYP2C9 inhib,PLK1 kinase inh,Calb biofilm kill,CYP2C9 act
COc1ncccc1C(=O)NCC(CC(=O)O)c1ccccc1 (stereo not given),32,nt,4,0.7
CC(=O)OC1(c2ccccc2)CCN(C)C2CCCCC21 (stereo not given),-31,nt,3,1.3
CCN1CCN(Cc2ccccc2C)CC1,-14,nt,-3,1.1
C[C@]12CCC(=O)C=C1CCC1C2CC[C@@]2(C)C1CC[C@@]2(O)CC#N (stereo not given in full),-16,nt,5,1.2
CN1CCN(c2nc3ccccc3c(=O)n2-c2ccccc2)CC1,-4,nt,5,1
Cc1ccc(O)c(CN2CCN(c3ccccc3)CC2)c1,72*,nt,1,0.3
COc1ccc(C2C(C(=O)N3CCC4(CC3)OCCO4)CC(=O)N2c2ccc(OC)cc2)cc1 (stereo not given),48,nt,6,0.5
COc1ccc(CN2CCN(Cc3ccccc3)CC2)c(OC)c1,-53,nt,5,1.5
Cn1c(=O)cc(OCC(=O)N2CCC3(CC2)OCCO3)c2ccccc21,-39,nt,3,1.4
c1ccc(CCn2nnnc2CN2CCC(n3nnc4ccccc43)CC2)cc1,68*,nt,-3,0.3
COCCCn1c(N)c(C(=O)OC(C)COC)c2nc3ccccc3nc21 (stereo not given),59*,nt,-2,0.4
COc1ccc(C(CC(=O)N2CCC3(CC2)OCCO3)NS(=O)(=O)c2ccc(OC)cc2)cc1 (stereo not given),13,nt,4,0.9
CCN1CCN(Cc2ccc(C)cc2)CC1,1,nt,8,1
COc1ccccc1N1CCN(Cc2ccccc2F)CC1,23,nt,9,0.8
Cc1ccc2cccc(OC(=O)N(C)c3ccccc3)c2n1,28,nt,3,0.7
N#CC1=C(N)Oc2c(c(=O)oc3ccccc23)C1c1cccnc1 (stereo not given),64*,nt,5,0.4
COc1cc(OC)c(OC)cc1CNCCc1ccc(OC)c(OC)c1,-3,nt,-4,1
O=S1(=O)CC2(N3CCOCC3)CCCCC21 (stereo not given),-11,nt,6,1.1
COC(=O)C1=C(N)Oc2c(c(=O)oc3ccccc23)[C@]12C(=O)N(C)c1ccccc12,68*,nt,1,0.3
COc1ccc(C2SCC(=O)Nc3c2c(=O)[nH]n3C2CCCCCC2)cc1OC (stereo not given),-14,nt,12,1.1
COc1ccccc1-n1c(O)c(C=Nc2c(C)n(C)n(-c3ccccc3)c2=O)c(=O)[nH]c1=O,-13,nt,6,1.1
CN(C)CCN=Cc1c(O)n(-c2cccc(C(F)(F)F)c2)c(=O)[nH]c1=O,-21,nt,4,1.2
COC(=O)c1cc(COc2cc(C)cc3oc(=O)c4c(c23)CCC4)c(C)o1,97*,nt,7,0
O=C(Cn1nc(Cc2cccnc2)c2ccccc2c1=O)N1CCC2(CC1)OCCO2,80*,nt,9,0.2
O=C(c1ccc2nc(-c3ccco3)c(-c3ccco3)nc2c1)N1CCC2(CC1)OCCO2,26,nt,-3,0.7

# Fetched by compound from the entries so far:
SMILES,CYP2C9 inhib,PLK1 kinase inh,Calb biofilm kill,CYP2C9 act
COCCCn1c(N)c(C(=O)OC(C)COC)c2nc3ccccc3nc21 (stereo not given),59*,nt,-2,0.4
O=C(Cn1nc(Cc2cccnc2)c2ccccc2c1=O)N1CCC2(CC1)OCCO2,80*,nt,9,0.2
Cc1ccc(O)c(CN2CCN(c3ccccc3)CC2)c1,72*,nt,1,0.3

# Some of the entries so far, with bars between the fields:
Molecule | CYP2C9 inhib | PLK1 kinase inh | Calb biofilm kill | CYP2C9 act
COc1ncccc1C(=O)NCC(CC(=O)O)c1ccccc1 (stereo not given) | 32 | nt | 4 | 0.7
CC(=O)OC1(c2ccccc2)CCN(C)C2CCCCC21 (stereo not given) | -31 | nt | 3 | 1.3
CCN1CCN(Cc2ccccc2C)CC1 | -14 | nt | -3 | 1.1
C[C@]12CCC(=O)C=C1CCC1C2CC[C@@]2(C)C1CC[C@@]2(O)CC#N (stereo not given in full) | -16 | nt | 5 | 1.2
CN1CCN(c2nc3ccccc3c(=O)n2-c2ccccc2)CC1 | -4 | nt | 5 | 1
Cc1ccc(O)c(CN2CCN(c3ccccc3)CC2)c1 | 72* | nt | 1 | 0.3
COc1ccc(C2C(C(=O)N3CCC4(CC3)OCCO4)CC(=O)N2c2ccc(OC)cc2)cc1 (stereo not given) | 48 | nt | 6 | 0.5
COc1ccc(CN2CCN(Cc3ccccc3)CC2)c(OC)c1 | -53 | nt | 5 | 1.5
Cn1c(=O)cc(OCC(=O)N2CCC3(CC2)OCCO3)c2ccccc21 | -39 | nt | 3 | 1.4
c1ccc(CCn2nnnc2CN2CCC(n3nnc4ccccc43)CC2)cc1 | 68* | nt | -3 | 0.3
COCCCn1c(N)c(C(=O)OC(C)COC)c2nc3ccccc3nc21 (stereo not given) | 59* | nt | -2 | 0.4
COc1ccc(C(CC(=O)N2CCC3(CC2)OCCO3)NS(=O)(=O)c2ccc(OC)cc2)cc1 (stereo not given) | 13 | nt | 4 | 0.9
CCN1CCN(Cc2ccc(C)cc2)CC1 | 1 | nt | 8 | 1
COc1ccccc1N1CCN(Cc2ccccc2F)CC1 | 23 | nt | 9 | 0.8
Cc1ccc2cccc(OC(=O)N(C)c3ccccc3)c2n1 | 28 | nt | 3 | 0.7
N#CC1=C(N)Oc2c(c(=O)oc3ccccc23)C1c1cccnc1 (stereo not given) | 64* | nt | 5 | 0.4
COc1cc(OC)c(OC)cc1CNCCc1ccc(OC)c(OC)c1 | -3 | nt | -4 | 1
O=S1(=O)CC2(N3CCOCC3)CCCCC21 (stereo not given) | -11 | nt | 6 | 1.1
COC(=O)C1=C(N)Oc2c(c(=O)oc3ccccc23)[C@]12C(=O)N(C)c1ccccc12 | 68* | nt | 1 | 0.3
COc1ccc(C2SCC(=O)Nc3c2c(=O)[nH]n3C2CCCCCC2)cc1OC (stereo not given) | -14 | nt | 12 | 1.1
COc1ccccc1-n1c(O)c(C=Nc2c(C)n(C)n(-c3ccccc3)c2=O)c(=O)[nH]c1=O | -13 | nt | 6 | 1.1
CN(C)CCN=Cc1c(O)n(-c2cccc(C(F)(F)F)c2)c(=O)[nH]c1=O | -21 | nt | 4 | 1.2
